# Siah-1 displacement: Siah-1 peptide-binding antagonists, primary screen, biochemical, fluorescence polarization, rhodamine-plectin, uHTS (AID 1817); Siah-1 / rhodamine-plectin peptide fluorescence polarization; higher % means a stronger effect; displacement, % at 20 µM; hits with a dose series show IC50 in µM; 290,000 tested, 0.02% active;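 active means displacement of at least 50% at 20 µM, with a fluorescence ratio check between 0.3 and a set limit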;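 further: plate controls were Siah plus tracer with DMSO for no effect and tracer alone without Siah for full effect; strong numbers were not always called active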
# GPR55 LPI antagonism: GPR55 antagonists blocking LPI-driven arrestin recruitment, primary screen, imaging, U2OS, beta-arrestin-GFP, LPI agonist (AID 2013); G-protein coupled receptor 55 (Homo sapiens); 290,000 tested, 0.13% active; inhibition, % at 10 µM; hits with a dose series show IC50 in µM; U2OS GPR55 beta-arrestin-GFP translocation imaging, LPI antagonism; higher % means a stronger effect;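 active means spots per cell inhibited over 60%, with over 100 cells counted and total cytoplasm intensity under 500,000; inconclusive means wells with under 100 cells, flagged as likely toxic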;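 further: U2OS cells stably carrying GPR55 and arrestin-GFP stimulated by 5 µM LPI near EC80; imaged beta-arrestin-GFP aggregate spots per cell after agonist stimulation; plate controls were LPI-stimulated DMSO wells for no effect and DMSO wells without LPI for full effect; some results filed as inactive read as strong as hits; confirmed hits need IC50 under 10 µM and bright autofluorescent wells are also inconclusive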
# NTR1 ag: agonists of NTR1, primary screen, imaging, U2OS cells, beta-arrestin-GFP, high content (AID 493036); Neurotensin receptor type 1 (Homo sapiens), P30989; NTR1-U2OS beta-arrestin-GFP spot imaging, agonist mode; activation, % at 20 µM; 330,000 tested, 0.17% active;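 active means activation at or above 40% of the spot to cytoplasm intensity ratio, with at least 20 cells analyzed; inconclusive means wells under 20 cells, flagged as cytotoxic or low count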;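 further: 0% = DMSO without peptide and 100% = 100 nM NTR1 peptide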
# Target sequence (P30989 whole entry, looked up): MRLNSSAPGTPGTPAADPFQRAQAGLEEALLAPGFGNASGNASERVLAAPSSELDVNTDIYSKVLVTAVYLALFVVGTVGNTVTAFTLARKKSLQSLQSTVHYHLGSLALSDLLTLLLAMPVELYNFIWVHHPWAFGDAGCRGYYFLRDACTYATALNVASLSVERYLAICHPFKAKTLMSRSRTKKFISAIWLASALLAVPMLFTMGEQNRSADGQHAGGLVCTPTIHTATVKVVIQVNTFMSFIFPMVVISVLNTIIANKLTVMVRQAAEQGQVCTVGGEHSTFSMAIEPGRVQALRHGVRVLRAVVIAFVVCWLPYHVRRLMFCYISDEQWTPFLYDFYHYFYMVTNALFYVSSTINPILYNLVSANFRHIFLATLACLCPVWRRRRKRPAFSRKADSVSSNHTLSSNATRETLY
# PhoP inhibition: inhibitors of PhoP regulon expression, primary screen, Salmonella Typhimurium, GFP reporter (AID 1863); 300,000 tested, 0.16% active; inhibition, % at 50 µM; hits with a dose series show IC50 in µM; S. Typhimurium PhoP-regulated promoter GFP reporter, 4 h; higher % means a stronger effect;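 active means inhibition over 29.93%, a cutoff 3 SD above the screen mean, later confirmed by dose response; inconclusive means inhibition over 29.93% but no dose response follow-up; inactive means inhibition at most 29.93% or unconfirmed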;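 further: 0% = low Mg2+ inducing control and 100% = high Mg2+ repressing control; strong numbers were not always called active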
# HIV fusion peptide: inhibitors of HIV fusion peptide binding, primary screen, biochemical, uHTS, fluorescence dequenching (AID 1986) | cell-free peptide binding, fluorescence dequenching, 30 min; higher % means a stronger effect | one-dose inhibition, % at 20 µM; IC50 in µM for titrated hits | 290,000 tested, 0.3% active; in the data active means inhibition mostly above about 52%, no sharp cut-off; inactive means mostly below about 76%; further: some results filed as inactive read as strong as hits
# Rac1 GTP hydrolysis: MgcRacGAP GTPase-activating activity inhibitors, confirmation, biochemical, ADP Hunter fluorescence; AID 624330, 2012; Rac GTPase-activating protein 1 (Homo sapiens); 340,000 tested, 0.6% active; MgcRacGAP-stimulated Rac1 GTP hydrolysis, ADP Hunter fluorescence; higher % means a stronger effect; GST-tagged Rac1 F28L mutant substrate; inhibition, % at 30 µM, or IC50 in µM where a hit was titrated;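 active means first-screen hits whose inhibition reached a set limit at any dose in the follow-up dose series; inconclusive means inhibition above the set first-screen limit but never retested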;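 further: fluorescence reports GDP produced by GAP-driven GTP hydrolysis; strong numbers were not always called active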
# GPR35 arrestin U2OS: GPR35 antagonists blocking zaprinast-driven arrestin recruitment, primary screen, imaging, U2OS, beta-arrestin-GFP, zaprinast agonist (AID 2058). G-protein coupled receptor 35 (Homo sapiens). U2OS GPR35 beta-arrestin-GFP translocation imaging, zaprinast antagonism; higher % means a stronger effect. inhibition, % at 10 µM; hits with a dose series show IC50 in µM. 290,000 tested, 0.052% active;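 active means inhibition of at least 50% with at least 30 cells and total cytoplasm GFP at most 10,000,000; inconclusive means under 30 cells or total GFP of 10,000,000 plus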
# LYP inhibition: inhibitors of LYP phosphatase, biochemical, fluorescence intensity, uHTS (AID 1779); Tyrosine-protein phosphatase non-receptor type 22 (Homo sapiens); inhibition, % at 11.5 µM, or IC50 in µM where a hit was titrated; 290,000 tested, 0.054% active; recombinant LYP phosphatase, fluorescence intensity; higher % means a stronger effect; in the data active means inhibition above about 50%;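 further: plate controls were vehicle with enzyme for no effect and no enzyme for full effect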
# Myeloid diff 2: induction of myeloid progenitor differentiation, primary screen, cell-based, flow cytometry, MLPCN library. ER-HoxA9 myeloid progenitors, lysozyme-GFP differentiation. calls only at 10 µM. 360,000 tested, 1% active. AID 624256, 2012;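 active means normalized GFP-positive differentiation at or above the plate's own cutoff, the solvent-only control mean plus 3 SD; inconclusive means no clear call, values can overlap the other calls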;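 further: cells exposed to compound for four days before flow analysis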
# NTR1 ag cell count 20 µM: further read-out of NTR1 ag, marked with its call; cell count; measured here: cell count, cytotoxicity flag
# Myeloid diff 2 GFP+ MAC1+ %: also measured in Myeloid diff 2; calls as there; GFP+ MAC1+ double positive, %; measured here: differentiation confirmed by MAC1 staining
# The depositor's hits bear a star; i = inactive; ? = inconclusive; . = no result given.
item	Molecule	Siah-1 displacement	GPR55 LPI antagonism	NTR1 ag	NTR1 ag cell count 20 µM	PhoP inhibition	HIV fusion peptide	Rac1 GTP hydrolysis	GPR35 arrestin U2OS	LYP inhibition	Myeloid diff 2	Myeloid diff 2 GFP+ MAC1+ %
1	Cc1nc(NC(=O)c2ccccc2)sc1-c1csc(Nc2ccc(F)cc2)n1	-2%	1%	-0.8	99	42%	16%	.	-2%	0%	.	.
2	Cc1nonc1NCn1nnc2ccccc21	9%	7%	2.0	44	-2%	-0.1%	-1%	0%	-6%	i	0.6
3	Cc1cc(=S)cc(C)n1CCCO	-4%	12%	-1.1	99	2%	1.2%	14%	-13%	-2%	i	0.7
4	CC(=O)NN1CCc2cc3ccc(C)cc3nc21	1%	2%	-1.6	101	5%	5.5%	1%	4%	-7%	i	0.7
5	CCOC(=O)c1ccc(NC(=O)c2sc3nc(N4CCOCC4)c4c(c3c2N)CCCC4)cc1	6%	27%	0.4	62	5%	1.8%	0%	4%	-5%	i	2.6
6	CC(C)(C)N1C(=O)c2ccc(C(=O)NCc3ccco3)cc2C1=O	-5%	2%	-1.1	77	1%	2.2%	8%	-5%	-3%	i	1.0
7	CC1(C)CN=C(N(C(=O)Nc2ccccc2)c2ccccc2F)S1	12%	-2%	0.2	38	4%	-0.1%	.	-3%	-5%	i	0.3
8	CC1CCc2nc(NC(=O)c3ccc(S(=O)(=O)N4CCCc5ccccc54)cc3)sc2C1 (configuration not stated)	8%	23%	4.0	50	-6%	0.5%	0%	23%	3%	i	1.5
9	CC(=O)CCC(=O)N1CCCC(CNC(=O)c2ccc(-c3ccccc3)cc2)C1 (configuration not stated)	2%	6%	1.8	51	-3%	-1.0%	15%	-4%	-7%	i	0.7
10	N#Cc1ccccc1NC(=O)CSc1nnc(-c2ccc(F)cc2)n1-c1ccccc1	-2%	2%	.	.	0%	0.6%	2%	-11%	2%	i	1.0
11	O=C(NNC(=O)c1cc2ccccc2cc1O)Nc1ccc(Br)cc1	2%	1%	1.6	53	1%	9.0%	10%	-5%	-6%	i	0.9
12	CCc1ccc(-c2csc3ncn(Cc4ccc(C(=O)O)cc4)c(=O)c23)cc1	3%	3%	1.8	53	2%	25%	3%	0%	-1%	i	0.2
13	CCCCC(CC)CNC(=O)c1cc2ccccc2c(=O)o1 (configuration not stated)	4%	3%	6.5	66	0%	0.7%	5%	-5%	-4%	i	1.0
14	COc1ccccc1NS(=O)(=O)c1cc(NC(=O)c2cc[n+]([O-])cc2)ccc1N1CCCC1	0%	-6%	-0.8	30	-1%	-1.5%	10%	-18%	-6%	i	0.1
15	COc1ccc(CNC(=O)COC(=O)c2ccco2)cc1	3%	2%	-0.8	29	-5%	-1.0%	7%	10%	-3%	i	0.4
16	CCCN1Cc2cccc(C(=O)Nc3ccc(-c4nc5ccccc5[nH]4)cc3)c2C1=O	11%	4%	2.2	42	-6%	0.7%	9%	0%	-13%	i	0.8
17	O=C(COC(=O)[C@@H]1CCCN1S(=O)(=O)c1ccc(Cl)cc1)NC12CC3CC(CC(C3)C1)C2	3%	2%	19	48	-5%	-0.9%	2%	3%	4%	i	1.0
18	CCOC(=O)CCCNC(=O)CN1C(=O)NC2(CCCCCC2)C1=O	2%	-8%	0.0	63	0%	0.3%	9%	-1%	-3%	i	5.0
19	COc1ccc2oc(C(=O)N(CC(C)C)C3CCS(=O)(=O)C3)c(C)c2c1 (configuration not stated)	.	.	0.5	53	-4%	.	8%	.	.	i	0.7
20	CCOC(=O)C1CCN(S(=O)(=O)c2cccc(C(=O)Nc3ccccc3)c2)CC1	-3%	-5%	-0.2	89	-4%	-0.6%	3%	-1%	-4%	i	1.0
21	Cc1ccc2nc(-c3ccc(NC(=O)COC(=O)c4ccc(Br)o4)cc3)sc2c1	8%	7%	-1.1	74	1%	4.3%	8%	7%	-9%	i	0.7
22	c1ccc2c(Cn3nnc4ccccc43)cccc2c1	-5%	3%	2.0	47	13%	-1.1%	12%	2%	-1%	i	6.2
23	COc1ccc(NC(=O)c2ccc(S(=O)(=O)NCc3cccnc3)cc2)cc1	0%	0%	0.9	60	-3%	1.4%	6%	9%	1%	i	0.6
24	CCCCC1(C(=O)OC)NC(c2ccc(O)cc2)C2C(=O)N(c3ccccc3)C(=O)C21 (configuration not stated)	5%	4%	-1.1	61	3%	1.9%	6%	8%	-7%	i	0.4
25	Cc1occc1C(=O)N1CCCC(CCC(=O)NCc2ccc(F)c(F)c2)C1 (configuration not stated)	3%	3%	-0.4	58	4%	1.4%	3%	-8%	-9%	i	0.6
26	O=C(Nc1ccc2c(c1)OCO2)c1n[nH]c(=O)c2ccccc12	2%	3%	-1.1	36	-5%	1.2%	10%	7%	-7%	i	0.5
27	COCCNC(=O)c1cc(-c2ccncc2)nc2ccc(S(=O)(=O)N3CCOCC3)cc12	19%	9%	-1.0	31	-1%	1.0%	7%	-5%	-2%	i	0.1
28	O=C(COC(=O)C1COc2ccccc2O1)NC1CCS(=O)(=O)C1 (configuration not stated)	8%	1%	-1.0	85	5%	-1.5%	12%	-8%	-9%	i	0.5
29	O=C(c1ccco1)N1CCN(CC(O)Cn2c3ccccc3c3ccccc32)CC1 (configuration not stated)	1%	7%	17	54	0%	-1.7%	9%	-13%	-7%	i	0.7
30	O=C(NCC1CCCO1)c1ccc(CS(=O)(=O)c2ccc(Cl)cc2)o1 (configuration not stated)	-1%	5%	1.3	75	-2%	1.8%	-1%	-1%	-3%	i	0.4
31	O=C(c1ccc(NC2=NC3CS(=O)(=O)CC3S2)cc1)N(CCO)Cc1ccccc1 (configuration not stated)	8%	8%	0.3	77	-3%	-1.2%	6%	8%	-9%	i	0.7
32	CCOc1ccc(/C=N/NC(=O)C(C)N(c2ccc(OC)cc2)S(C)(=O)=O)cc1OCC (configuration not stated)	7%	2%	0.4	86	-3%	3.6%	6%	11%	-4%	i	0.2
33	Cc1oc(-c2ccccc2Cl)[n+]([O-])c1C	6%	6%	-0.6	69	-3%	0.7%	3%	10%	-12%	i	1.1
34	CCCS(=O)(=O)N1CCC(C(=O)NCc2cccnc2)CC1	-1%	6%	-1.6	38	3%	-1.9%	12%	2%	-5%	i	0.9
35	CCOc1ccccc1NC(=O)CNS(=O)(=O)c1ccc2nc(C)sc2c1	4%	9%	0.5	36	2%	-1.3%	8%	-2%	-8%	i	0.6
36	Nc1nnc(Cc2ccc(Cl)c(Cl)c2)s1	0%	6%	-1.7	37	15%	-2.5%	10%	10%	-12%	i	0.9
37	Cn1cc(C(=O)N/N=C/c2cccc([N+](=O)[O-])c2)c2ccccc21	9%	8%	2.8	53	-15%	1.6%	.	18%	-10%	i	0.2
38	COc1cccc2cc(C(=O)Nc3ccccc3Cl)/c(=N/NS(=O)(=O)c3ccccc3)oc12	1%	12%	-0.3	64	0%	-0.3%	-8%	-6%	-8%	i	4.5
39	O=C(NCc1ccccc1)[C@H]1C[C@@H]1[C@H](NP(=O)(c1ccccc1)c1ccccc1)c1ccccc1	-2%	14%	1.1	84	2%	-2.9%	11%	26%	-5%	i	0.6
40	O=S(=O)(c1ccccc1)N(CC(O)COc1ccccc1)c1ccccc1 (configuration not stated)	2%	8%	4.3	61	2%	-1.2%	10%	6%	-4%	i	0.2
41	CC1=C(C(=O)OCc2ccccc2)C(c2cccc([N+](=O)[O-])c2)NC(=O)N1 (configuration not stated)	-2%	-3%	1.1	66	-2%	1.0%	7%	-4%	-8%	i	0.5
42	CN(C)C(CNC(=O)c1c(F)cccc1Cl)c1ccco1 (configuration not stated)	-1%	3%	-0.7	54	-4%	0.8%	0%	6%	-8%	i	0.7
43	CCOC(=O)c1sc(=S)n(-c2ccc(OC)cc2)c1C	-6%	-5%	0.9	45	1%	-1.1%	.	0%	-2%	i	0.5
44	O=C(NCC1CCCN(Cc2ccccc2F)C1)c1cccc(C(F)(F)F)c1 (configuration not stated)	-2%	10%	0.2	99	13%	-0.8%	11%	-13%	-7%	i	0.8
45	COC(=O)c1cc(C(=O)c2ccccc2)n2c(=O)/c(=C\N(C)C)sc12	2%	15%	1.1	53	-12%	2.2%	.	4%	-2%	.	.
46	CC(COS(N)(=O)=O)Cc1ccc(C(F)(F)F)cc1 (configuration not stated)	-3%	-7%	0.2	84	-5%	-2.3%	3%	8%	-9%	i	1.0
47	CCOC(=O)Cn1c2ccc(C)cc2c2nc(C)sc21	4%	2%	-0.2	46	-4%	-1.5%	6%	-18%	-6%	i	0.5
48	CCOC(=O)N1CCC(NC(=O)c2cc3c(-c4cccc(OC)c4)nn(C)c3s2)CC1	1%	-1%	2.1	77	-6%	0.8%	-11%	4%	5%	i	1.5
49	Nc1nc(CSC(=S)N2CCOCC2)nc(Nc2ccccc2)n1	-6%	-1%	0.1	67	6%	0.7%	-4%	5%	-8%	i	0.4
50	O=C(O)c1ccccc1C(=O)Nc1cc(-c2ccccc2)[nH]n1	5%	-4%	-0.6	92	9%	-0.5%	17%	-9%	-10%	i	0.4

# The list goes on:
item	Molecule	Siah-1 displacement	GPR55 LPI antagonism	NTR1 ag	NTR1 ag cell count 20 µM	PhoP inhibition	HIV fusion peptide	Rac1 GTP hydrolysis	GPR35 arrestin U2OS	LYP inhibition	Myeloid diff 2	Myeloid diff 2 GFP+ MAC1+ %
51	CCCCOC(=O)c1c(C)oc2ccc(NS(=O)(=O)c3ccc4c5c(cccc35)C(=O)N4)cc12	-8%	12%	18	46	0%	5.1%	11%	-6%	0%	i	4.4
52	Cn1c(Cn2c(=O)sc3ccccc32)nnc1SCC(=O)NCc1ccco1	3%	-8%	1.1	53	-5%	-2.5%	4%	-5%	-4%	i	1.0
53	COc1cc(Cl)c(S(=O)(=O)NCc2ccccn2)cc1Cl	-1%	5%	-0.6	44	-9%	-0.4%	11%	-6%	-1%	i	6.9
54	COc1cc(C2CC(=O)N(c3ccc(C)cc3)C(=O)C2)cc(OC)c1OC	-4%	-7%	-0.3	49	-2%	-0.9%	13%	1%	-7%	?	.
